High-throughput results: PubChem, National Center for Advancing Translational Sciences (NCATS)
TRHR ag: activates the human TRH receptor; 360,000 compounds, 0.18% hits; P34981; activation, % at 2 µM; TRHR cells, calcium flux fluo-8, FDSS agonist mode; in the data active = activation above about 30%; note: 0% is about no effect
Target sequence (P34981 whole entry, looked up): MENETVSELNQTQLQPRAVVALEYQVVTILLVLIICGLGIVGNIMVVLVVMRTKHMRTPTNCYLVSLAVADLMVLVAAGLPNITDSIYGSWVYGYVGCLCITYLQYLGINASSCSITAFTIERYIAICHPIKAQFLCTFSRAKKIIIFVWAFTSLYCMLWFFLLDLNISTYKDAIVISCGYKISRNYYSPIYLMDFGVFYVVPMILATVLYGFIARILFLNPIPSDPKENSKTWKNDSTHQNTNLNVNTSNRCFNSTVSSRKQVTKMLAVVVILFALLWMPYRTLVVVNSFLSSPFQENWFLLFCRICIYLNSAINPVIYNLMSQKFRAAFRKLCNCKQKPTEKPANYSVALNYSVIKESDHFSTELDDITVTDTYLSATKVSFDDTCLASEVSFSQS
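TRHR-expressing cells loaded with fluo-8 calcium dye; 23 nL library compound pin-transferred, kinetic FDSS fluorescence (Ex 480/Em 530) recorded about 180 s for agonist-induced calcium release, before a 10 nM TRH EC20 addition for potentiator mode.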
USP1-UAF1 inh: inhibitors of human USP1/UAF1 deubiquitinase. O94782. recombinant USP1/UAF1, Ub-Rhodamine cleavage fluorescence. Potency, µM (doses to about 57.1 µM), inactives show at the highest dose activity change, negative = inhibition, actives largely listed as inhibitors. 390,000 compounds, 0.23% hits; note: potency is the fitted concentration of half-maximal effect; % is set by controls: 0 for no effect and ±100 for the full control effect; nearly all actives have a fitted effect of over 60% in size; inactives centre near -12
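In this screen, compounds sit with the deubiquitinase complex (1nM) for 15 min at room temperature before Ub-Rho is added at 150nM final. Fluorescence rise is then followed for 6 reads every 60 seconds.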
TrxR1 substrate: substrates of rat thioredoxin reductase 1; O89049; purified TrxR1 substrate turnover, NADPH consumption readout; Potency, µM (top dose mostly 114 µM), for inactives: at the highest dose activity change, negative = substrate turnover; 390,000 compounds, 0.01% hits; AID 588456; note: potency is the fitted concentration of half-maximal effect; % is set by controls: 0 for no effect and ±100 for the full control effect; nearly all actives have a fitted effect of over 50% in size
Target sequence (O89049 whole entry, looked up): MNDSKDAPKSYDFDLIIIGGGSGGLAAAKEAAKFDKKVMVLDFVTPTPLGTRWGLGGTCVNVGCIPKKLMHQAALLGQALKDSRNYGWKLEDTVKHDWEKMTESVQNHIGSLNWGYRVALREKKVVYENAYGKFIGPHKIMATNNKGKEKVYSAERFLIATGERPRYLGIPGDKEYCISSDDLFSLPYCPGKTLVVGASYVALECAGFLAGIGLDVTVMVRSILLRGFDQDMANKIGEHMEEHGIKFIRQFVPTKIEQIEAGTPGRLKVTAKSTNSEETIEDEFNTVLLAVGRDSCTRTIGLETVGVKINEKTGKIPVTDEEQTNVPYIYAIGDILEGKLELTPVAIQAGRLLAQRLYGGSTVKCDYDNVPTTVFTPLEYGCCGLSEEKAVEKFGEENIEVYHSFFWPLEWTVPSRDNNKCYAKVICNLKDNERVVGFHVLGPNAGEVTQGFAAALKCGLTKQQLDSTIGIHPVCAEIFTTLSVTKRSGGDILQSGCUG
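Rat TrxR1, dispensed at 90 nM, was prereduced with 400 uM NADPH (final) for 5 min at ~22 deg C, then incubated with compound 15 min before 400 uM selenite. A first-read NADPH fluorescence drop versus no-compound background flagged substrates.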
PI4K2A inh: PI4K2A (human) kinase inhibition; purified PI4K2A, ADP-Glo luminescence, 1 h; active compounds read low; activity change, negative = inhibition, % at 76.9 µM; 420,000 compounds, 0.13% hits; AID 1346378; in the data active = activity change below about -50%; inconclusive = mostly about -30% to -49%;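 note: -100% = wells without enzyme as full effect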
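In this quantitative HTS, ADP production by PI4K2A was quantified luminescently after 1 h at ambient temperature; 100 microM adenosine served as plate-quality control.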
TRHR PAM: allosterically enhances the human TRH receptor; AID 493056; P34981; 360,000 compounds, 0.66% hits; enhancement, % at 2 µM; TRHR cells, fluo-8 calcium fluorescence, EC20 TRH enhancement; in the data active = enhancement above about 30%; note: 0% is about no effect
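TRHR-expressing cells loaded with fluo-8 calcium dye were read kinetically (ex 480/em 530) during compound addition, then stimulated with an EC20 of TRH (10 nM final). Enhancement of the Gq-mediated intracellular calcium response was scored.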
D2 ag: D2 dopamine receptor (human) agonism; P14416; HEK293 T-REx D2 cells, calcium flux agonist mode; activation, % at 2 µM; 340,000 compounds, 0.53% hits; AID 485358;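 active = activation over 3 SD above normal in the single-dose calcium agonist read, cut at about 30% in these data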; note: 0% is about no effect
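Tetracycline-induced HEK293 Trex cells with D2 receptor force-coupled to calcium signaling, plated overnight at 30 C and loaded with no-wash calcium dye. Calcium flux read kinetically for 180 s after compound addition; responses flag agonists.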
D2 antagonist: antagonists of human D2 dopamine receptor; P14416; HEK293 TREx D2 cells, calcium flux, dopamine EC80; inhibition, % at 10 µM; 340,000 compounds, 2% hits; AID 485344; in the data active = inhibition above about 30%; note: 0% is about no effect
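Compounds are added to dye-loaded, induced HEK293 T-REx cells coupled to calcium release via D2; after a 3 min kinetic read an EC80 dopamine stimulus is given and fluorescence is recorded for 3 more min.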
rTrxR1 inhibitor: inhibitors of rat thioredoxin reductase 1. O89049. Potency, µM (highest dose often 114 µM), inactives show top-dose activity change, negative = inhibition, hits mostly inhibitors. 390,000 compounds, 1% hits. recombinant rTrxR1, NADPH fluorescence consumption, selenite substrate. AID 588453; note: potency is the fitted concentration of half-maximal effect; % is set by controls: 0 for no effect and ±100 for the full control effect; nearly all actives have a fitted effect of over 65% in size
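Rat TrxR1 (90 nM in the dispensed reagent) was pre-reduced with 400 uM NADPH for 5 min at room temperature, then incubated with compound for 15 min. After 400 uM selenite was added, NADPH fluorescence (Ex 340/Em 450 nm) was followed for 8 min.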
IDH1 R132H inh: blocks human mutant IDH1 R132H enzyme; AID 602179; O75874; Potency, µM (titrated, usually from 76.6 µM), for inactives: top-dose activity change, negative = inhibition, hits mostly inhibitors; 390,000 compounds, 0.093% hits; IDH1-R132H enzyme, NADPH consumption, diaphorase/resazurin fluorescence; note: potency is the fitted concentration of half-maximal effect; % is set by controls: 0 for no effect and ±100 for the full control effect; nearly all actives have a fitted effect of over 65% in size
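IDH1-R132H (0.5 ug/mL dispensed) in pH 7.5 Tris buffer was preincubated 30 min with compound, then given a substrate mix of 0.016 mM NADPH and 2 mM alpha-KG for 80 min at room temperature; remaining NADPH was read by diaphorase/resazurin fluorescence.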
* hit, by the source's call; u = inconclusive; x = not tested or not shown; & = joins results of further samples; [ ] = another dose, or the depositor's remark. Unless noted, calls come from the whole dose curve; as a rule, active = well fitted inhibition curve with a large enough effect; inconclusive = small, poorly fitted or top-dose-only effect; inactive = no such curve, though single readings can be large or run the other way. No enrichment for hits (roughly 3.9% active in at least one column).

#	Structure	TRHR ag	USP1-UAF1 inh	TrxR1 substrate	PI4K2A inh	TRHR PAM	D2 ag	D2 antagonist	rTrxR1 inhibitor	IDH1 R132H inh
1	COc1ccccc1N1CCN(C(=O)c2nn(C)c3c2CS(=O)(=O)c2ccccc2-3)CC1	-0.9&-0.5	-19%&-15%	-8%&12%	3&-2	-5&-8	0.0&0.2	-2	u	4%&54%
2	CCOc1ccc(/C(O)=C2/C(=O)C(=O)N(CC3CCCO3)C2c2cccs2)cc1 (stereo unspecified)	0.3	-5%	-15%	3	4	0.3	-5	-11%	1%
3	COc1ccc(-c2ccc(SCC(=O)NC3CCCCC3)nn2)cc1OC	0.3	-7%	-11%	0	17	0.1	-6	3%[57.1 µM]	2%
4	CC1Cc2ccccc2N1C(=O)CSc1nn2c(=O)c(C(C)(C)C)nnc2s1 (stereo unspecified)	-0.6	-25%	-2%	13	-10	x	x	19%	-6%
5	CC(C)OCCCn1c(SCC(=O)N2CCc3ccccc32)nc2ccccc2c1=O	-0.6	1%	1%[57.1 µM]	1	-3	-0.6	-4	-6%[57.1 µM]	-4%
6	CCC(=O)c1ccccc1OCCN1CCN(CC)CC1	-0.9	-15%	4%	-1	-4	-0.8	38*	7%	15%
7	Cc1c(C(=O)N/N=C/C(C)C)[nH]c2c([N+](=O)[O-])cccc12	1.2	-12%	0%	9	6	1.2	-10	18%	10%
8	O=C(CCN1CCN(C/C=C/c2ccccc2)CC1)Nc1ccccc1F	0.1	-21%	-3%	-3	-3	3.5	-15	1%	-3%
9	COc1ccc(NC(=O)CN(C)C(=O)c2cc(-c3ccncc3)nc3ccccc23)cc1	0.4	-3%	7%	-6	0	0.2	-19	10%	7%
10	CCOc1ccc(CN(C)C(=O)c2cccnc2SC)cc1OC	-0.8	3%	0%	4	-5	0.2	-1	19%	-4%
11	O=[N+]([O-])c1cccc(NC(=S)Nc2nc(-c3ccc(Cl)cc3Cl)cs2)c1	0.8	x	x	x	3	1.2	4	x	x
12	CC(C)CC(=O)N1CCN(Cc2ccc3ccccc3c2)CC1	0.2	-11%	-2%	0	-6	0.8	1	11%	3%
13	CC(C)CNC(=O)c1c(F)c(F)c(F)c(F)c1F	-0.2	u	0%[57.1 µM]	10	-6	0.2	-1	11%[57.1 µM]	0%
14	COc1ccc(C(=O)Nc2nncs2)cc1S(=O)(=O)N1CC(c2ccccc2)CC1=O (stereo unspecified)	0.6	-17%	12%[57.1 µM]	2	1	x	x	5%[57.1 µM]	-6%
15	COC(=O)c1sc2ccccc2c1NC(=O)c1ccc(S(=O)(=O)N2CCCCC2)cc1	0.8	-19%	7%[57.1 µM]	-3	1	-0.8	-3	7%[57.1 µM]	3%
16	Cc1cc(C)n(C(=O)C(C)N2C(=O)c3ccccc3C2=O)n1 (stereo unspecified)	-0.5	-18%	9%	0	-10	-0.5	-7	29%	2%
17	COc1ccc(Nc2ncccc2C(=O)NCc2ccccc2)cc1	2.2	-9%	-7%	-1	12	0.2	-13	8%	-2%
18	O=C(Cn1cnc2c(cnn2-c2ccc(F)cc2)c1=O)NCC1CCCO1 (stereo unspecified)	0.0	-10%	3%	3	16	-0.7	-31	3%	-2%
19	Cc1ccc(NNC(=O)c2cc(C(C)(C)C)nn2Cc2ccccc2)cc1	1.9	-5%	4%[57.1 µM]	0	10	0.2	-10	6%[57.1 µM]	-1%
20	Cc1cc(C)c(C#N)c(SC(F)F)n1	0.3	-4%	-5%	2	-3	0.3	8	-5%	15%
21	Cc1ccccc1CNC(=O)c1ccc(CS(=O)Cc2ccc(Cl)cc2)o1 (stereo unspecified)	-0.9	-2%	-6%	-1	1	x	x	1%	-3%
22	Cc1nc(-c2ccc(F)cc2)sc1CCNC(=O)c1ccc(C(C)(C)C)cc1	0.2	-8%	-2%[57.1 µM]	-2	-5	1.3	x	7%[57.1 µM]	-8%
23	Cc1ccc(S(=O)(=O)c2ccc(Cl)cc2)cc1S(=O)(=O)N1CCOCC1	-0.2	-13%	-1%	2	-3	x	x	7%	13%
24	c1ccc(CNc2ncnc3c2cnn3-c2ccccc2)cc1	0.0	-1%	3%	2	6	-0.2	-4	10%	3%
25	Cc1nc2ccn(Cc3cccnc3)c(=O)c2cc1C(=O)NCc1ccc(Cl)cc1	-0.4	u	18%[57.1 µM]	-1	2	x	x	15%[57.1 µM]	-14%
26	O=C(Nc1ccccc1N1CCCC1)c1ccccc1F	-0.3	-19%	-1%	-1	-2	x	x	21%	0%
27	Nc1nc(SCc2ccccc2)c2ncn(CCO)c2n1	x	0%	-12%	-2	x	x	x	-19%	-2%
28	CCOC(=O)c1c(/N=C/C2C(=O)CC(C)(C)CC2=O)sc2c1CCCC2	0.1	-18%	-2%	0	-1	2.2	-6	9%	-3%
29	CNC(=O)Cn1nc(-c2ccc(Cl)cc2)c2ccccc2c1=O	0.9&0.4	-31%&-3%	6%&6%	4&3	-1&-2	1.9	x	10%&7%	4%&-8%
30	CCOC(=O)c1c(NC(=O)c2cc(=O)c3c(C)cc(C)cc3o2)sc(C(C)=O)c1C	-0.1	-14%	2%	4	-2	0.2	x	16%	21%
31	O=C(C[N+]1(CC#Cc2ccccc2)CCOCC1)c1ccccc1	0.1	-25%	2%	-2	-9	1.4	5	7%	-6%
32	COc1cccc(Cn2c(=O)n(-c3ccc(C)c(F)c3)c(=O)c3sc4ccccc4c32)c1	0.8	u	20%	-6	4	0.2	x	31%	-1%
33	Cc1ccc(-c2nc(C(=O)NCCCN(C)C)cc3c2[nH]c2ccccc23)cc1	-0.4	-1%	-5%[2.29 µM]	0	2	-0.2	18	-2%[2.29 µM]	4%
34	O=C(NNC(=S)NC(=O)c1ccccc1[N+](=O)[O-])c1ccccc1	-0.5	-21%	5%[57.1 µM]	-11	4	-0.5	-23	-7%[57.1 µM]	-4%
35	COc1ccc(N(CC(=O)Nc2cccc(Cl)c2C)S(=O)(=O)c2c(C)nn(C)c2C)cc1	-0.2	-14%	-3%	4	-4	-0.6	x	1%	7%
36	Cn1cnnc1SCC(=O)Nc1c(F)cc(F)cc1Br	1.9	-5%	12%[57.1 µM]	3	3	1.9	-22	2%	-3%
37	CC(C)(C)c1ccccc1OCCOCCNCc1ccccc1	0.4	-2%	-14%	2	1	-0.1	13	-17%	6%
38	COc1ccc(C2C3=C(CCCC3=O)Nc3nc(SCc4ccc(C(=O)O)cc4)nn32)cc1OC (stereo unspecified)	0.2	u	3%	1	-1	0.5	11	16%	-2%
39	Cc1ccc(Cn2c(C(=O)O)c(CNCc3cccs3)c3ccc(C)cc32)cc1	-0.3	-32%	0%	9	-2	-1.4	x	5%	-7%
40	CCCCn1c(SCC(=O)c2cc(OC)ccc2OC)nc2cc(S(N)(=O)=O)ccc21	-0.6	-16%	5%	-5	2	0.2	-20	5%	8%
41	N#C/C(=C(/O)COc1ccccc1)c1nnc2n1CCCCC2	-0.4	-25%	8%	-1	0	-0.2	-15	22%	0%
42	Cc1ncc(CO)c(/C=N/NC(=S)Nc2ccc(F)cc2)c1O	1.1	-23%	3%	6	5	1.5	-14	u	3%
43	Cc1ccc(NC(=O)c2cc(S(=O)(=O)NCCC3=CCCCC3)ccc2F)cc1	0.4	-17%	-10%	30	7	1.1	2	-11%	-6%
44	C/C(=N\NC(=O)Cc1c(F)cccc1Cl)c1cccnc1	0.7	-12%	5%	-4	3	0.5	-4	10%	6%
45	CN(C)c1ccc2nsnc2c1[N+](=O)[O-]	0.5	-12%	-13%	1	-4	x	x	5%	-9%
46	O=C(c1cccc(Br)c1)c1cn(-c2ccccc2)nc1C(=O)c1ccccc1	1.2	-5%	-5%	-1	4	1.2	x	1%	-3%
47	C=CCn1c(C)cc(C(=O)CSc2nnc3c(Cl)cc(Cl)cn23)c1C	-0.6	10%	-10%	7	-1	-0.2	-6	-13%	0%
48	O=C(CCN1C(=O)c2ccccc2C1=O)NCc1ccccc1	1.2	-4%	0%	-2	6	0.2	5	28%	-10%

Exported field by field: 3 of the compounds above
45) CN(C)c1ccc2nsnc2c1[N+](=O)[O-]
  TRHR ag: 0.5
  USP1-UAF1 inh: -12%
  TrxR1 substrate: -13%
  PI4K2A inh: 1
  TRHR PAM: -4
  D2 ag: x
  D2 antagonist: x
  rTrxR1 inhibitor: 5%
  IDH1 R132H inh: -9%
47) C=CCn1c(C)cc(C(=O)CSc2nnc3c(Cl)cc(Cl)cn23)c1C
  TRHR ag: -0.6
  USP1-UAF1 inh: 10%
  TrxR1 substrate: -10%
  PI4K2A inh: 7
  TRHR PAM: -1
  D2 ag: -0.2
  D2 antagonist: -6
  rTrxR1 inhibitor: -13%
  IDH1 R132H inh: 0%
38) COc1ccc(C2C3=C(CCCC3=O)Nc3nc(SCc4ccc(C(=O)O)cc4)nn32)cc1OC (stereo unspecified)
  TRHR ag: 0.2
  USP1-UAF1 inh: u
  TrxR1 substrate: 3%
  PI4K2A inh: 1
  TRHR PAM: -1
  D2 ag: 0.5
  D2 antagonist: 11
  rTrxR1 inhibitor: 16%
  IDH1 R132H inh: -2%

Carrying on:
#	Structure	TRHR ag	USP1-UAF1 inh	TrxR1 substrate	PI4K2A inh	TRHR PAM	D2 ag	D2 antagonist	rTrxR1 inhibitor	IDH1 R132H inh
49	O=C(O)/C=C/C(=O)Nc1nc(-c2ccc3ccccc3c2)cs1	x	-29%	1%	-2	x	x	x	4%	9%
50	O=C(CSCc1c(F)cccc1Cl)NCC1CCCO1 (stereo unspecified)	0.1	6%	-3%	1	9	-0.4	-18	7%	-1%
51	Cc1ccnc(NC(=O)Cc2ccc(-c3ccccc3)cc2)c1	0.6	-23%	4%	-2	8	0.1	6	-10%	-2%
52	COc1ccc(S(=O)(=O)NCCc2ccncc2)cc1	-0.3	-22%	6%	3	-9	0.1	-12	19%	-5%
53	Cc1cc(N2CCC(C(=O)NC3CC3)CC2)nc(-c2ccccc2)n1	0.0	-17%	0%	4	-3	0.0	-9	1%	4%
